Compound activity (PubChem)
CD11b adhes enh = enhancers of CD11b/CD18 adhesion to fibrinogen, primary screen, K562 cells, luminescence. Integrin beta-2 (Homo sapiens) + Integrin alpha-M (Homo sapiens), P05107+P11215. ATPlite luminescence. activation, % at 10 µM. hit rate 0.07% among 93,000. AID 1499, 2009;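 active = 10 µM primary screen giving 50% or more activity, confirmed by 40% or more on retest at that dose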; note: strong numbers were not always called active; reference of the scale not given here
PLAP act = PLAP enzyme activators, biochemical, luminescence, HTS; purified PLAP enzyme, luminescent substrate read-out; stronger effect = higher value; AID 696, 2007; activation fold at 20 µM; hit rate 1.2% among 96,000; Alkaline phosphatase, placental type (Homo sapiens), P05187; in the data active = activation fold above about 2
Target sequence (P05187 whole entry, looked up): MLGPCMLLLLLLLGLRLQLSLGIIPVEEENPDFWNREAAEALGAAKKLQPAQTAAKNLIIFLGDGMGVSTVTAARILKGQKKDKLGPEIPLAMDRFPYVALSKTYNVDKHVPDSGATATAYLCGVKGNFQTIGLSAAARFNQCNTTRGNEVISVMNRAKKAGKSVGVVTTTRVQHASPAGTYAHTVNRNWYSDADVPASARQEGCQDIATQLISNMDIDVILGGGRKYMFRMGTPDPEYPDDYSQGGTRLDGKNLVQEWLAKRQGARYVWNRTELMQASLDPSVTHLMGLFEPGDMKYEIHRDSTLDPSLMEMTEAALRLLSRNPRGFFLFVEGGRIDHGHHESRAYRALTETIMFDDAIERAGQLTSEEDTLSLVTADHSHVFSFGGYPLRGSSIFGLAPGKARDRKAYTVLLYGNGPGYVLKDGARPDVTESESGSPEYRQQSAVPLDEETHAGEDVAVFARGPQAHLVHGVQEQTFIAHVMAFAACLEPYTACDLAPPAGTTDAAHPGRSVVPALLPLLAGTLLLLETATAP
MT1-MMP txn act = MT1-MMP promoter reporter activation – cell-based, luciferase luminescence, primary screen | HT1080 MT1-MMP promoter luciferase reporter, overnight; stronger effect = higher value | activation factor at 10 µM | hit rate 0.16% among 86,000;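 active = activation factor of at least 2 for MT1-MMP transcription at 10 µM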
ERa coact inh = ERα–SRC-1 coactivator interaction inhibitors, primary screen, biochemical, TR-FRET, ERα LBD, estradiol-bound | Estrogen receptor (Homo sapiens), P03372 | TR-FRET ER-alpha LBD / SRC-1 peptide | inhibition, % at 25.6 µM | hit rate 1.7% among 86,000; in the data active = inhibition above about 50%;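 note: 0% = receptor plus peptide control and 100% = peptide only without receptor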
ERb SRC1 inh = inhibitors of ERβ-SRC1 coactivator interaction, primary screen, biochemical, TR-FRET, ERβ LBD, SRC-1 peptide. TR-FRET ER-beta LBD / SRC1-Cy5 peptide binding; receptor agonist-loaded with 1 µM estradiol. inhibition, % at 25.6 µM. hit rate 1.3% among 86,000;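 active = compounds whose percent inhibition of the receptor-coactivator binding signal exceeds about 50% in the single-dose screen, limit read from the data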;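 note: 0% = receptor plus peptide wells without compound and 100% = peptide-only wells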
Target sequence (Q92731 whole entry, looked up, the tested form may be a part): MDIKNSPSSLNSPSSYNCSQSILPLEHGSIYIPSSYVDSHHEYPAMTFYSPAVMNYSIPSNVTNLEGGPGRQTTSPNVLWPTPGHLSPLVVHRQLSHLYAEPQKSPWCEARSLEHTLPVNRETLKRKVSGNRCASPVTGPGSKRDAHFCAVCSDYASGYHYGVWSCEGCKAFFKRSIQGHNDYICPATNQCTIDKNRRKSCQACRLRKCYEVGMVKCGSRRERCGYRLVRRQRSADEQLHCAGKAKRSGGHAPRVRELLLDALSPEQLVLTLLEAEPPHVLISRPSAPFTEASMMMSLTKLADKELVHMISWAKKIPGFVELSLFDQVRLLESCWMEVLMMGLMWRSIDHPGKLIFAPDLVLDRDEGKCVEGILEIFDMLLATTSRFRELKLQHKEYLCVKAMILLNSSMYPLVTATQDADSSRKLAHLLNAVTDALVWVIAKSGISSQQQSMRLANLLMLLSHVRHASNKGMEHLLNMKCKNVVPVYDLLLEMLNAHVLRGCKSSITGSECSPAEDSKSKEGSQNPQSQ
ERa coact pot = enhancers of ERα–SRC-1 coactivator binding, primary screen, biochemical, TR-FRET, ERα LBD, low estradiol. TR-FRET ERalpha-LBD/SRC-Cy5 coactivator binding, 2 h; 100 = basal binding, no effect. Estrogen receptor (Homo sapiens), P03372. coactivator binding (% of control), % at 25.6 µM. hit rate 1.3% among 86,000. AID 639, 2007; in the data active = activity above about 200%;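 note: binding measured in presence of low estradiol as agonist stimulus; 0% = peptide alone without receptor and 100% = receptor with peptide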
FAK blocker = FAK kinase inhibitors, primary screen, biochemical; Focal adhesion kinase 1 (Homo sapiens), Q05397; biochemical FAK kinase activity assay; inhibition, %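 (tested at 7 µM)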; hit rate 0.84% among 97,000; in the data active = inhibition above about 19%;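 note: 0% = DMSO and 100% = reference compound high control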
CD11b adhes inh = inhibitors of CD11b/CD18 adhesion to fibrinogen, primary screen, K562 cells, luminescence | ATPlite luminescence; Mn2+ added to activate the integrin | inhibition, % at 10 µM | hit rate 0.54% among 93,000 | AID 1497, 2009;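 active = primary inhibition of 50% or more at 10 µM, then 40% or more on retest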; note: some results filed as inactive read as strong as hits
Ecoli WT expand = growth inhibitors of wild-type E. coli, primary screen, strain BW25113, expanded library, OD600. AID 710, 2007. hit rate 0.15% among 98,000. OD600 absorbance. growth inhibition, % at 100 µM;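 active = growth inhibition above about 50% at one test dose, limit read from the data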;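 note: growth measured after 20 h incubation at 37 °C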
Starred values were filed as active, the others as inactive; / = not tested or not shown; [ ] = dose if it differs, or a comment.

| Structure | ERa coact pot | ERa coact inh | PLAP act | CD11b adhes inh | MT1-MMP txn act | Ecoli WT expand | CD11b adhes enh | FAK blocker | ERb SRC1 inh |
| --- | --- | --- | --- | --- | --- | --- | --- | --- | --- |
| O=C(CSc1ncn(-c2ccccc2)n1)Nc1ccc2c(c1)OCO2 | 112[fluorescence artefact?] | 12 | 1 | 2 | 1.2 | 2 | -2 | / | 10 |
| O=S(=O)(Nc1ccc(Cc2ccncc2)cc1)c1ccc(Br)cc1 | / | / | 1.1 | -2 | / | 1 | -3 | -4 | / |
| Cc1nn(Cc2cccc(C(=O)N3N=C(C(F)F)CC3(O)C(F)F)c2)c(C)c1[N+](=O)[O-] (stereo unspecified) | / | / | 1.5 | 25 | / | -9 | -3 | -1 | / |
| COc1ccc(C2/C(=C(/O)c3ccccc3)C(=O)C(=O)N2CCN2CCOCC2)c(OC)c1 (stereo unspecified) | 109 | -7 | 1 | / | 1.1 | -10 | / | -2 | -7 |
| CCc1[nH]nc2c1C(c1cccnc1)C(C#N)=C(N)O2 (stereo unspecified) | 112 | -4 | 0.9 | -4 | 1.1 | 2 | 0 | -1 | -6 |
| O=C1CC(N2CCOCC2)C(=O)N1Cc1ccc(N2CCCC2=O)cc1 (stereo unspecified) | 105 | -3 | 1.1 | -1 | 1.1 | 0 | 0 | 0 | -5 |
| Cc1ccc2nc(C)/c(=N\O)c(C)nc2c1 | 90 | -6 | 1 | / | 1.4 | 5 | / | 2 | -14[fluorescence artefact?] |
| Cc1ccccc1-c1noc(-c2ccccc2C(=O)N2CCCC2)n1 | 113 | 3 | 1.5 | -4 | 1.5 | 2 | -2 | 0 | -5 |
| CCc1ccccc1NC1c2ccccc2C(=O)N1Cc1ccco1 (stereo unspecified) | 110 | -6 | 1 | 5 | / | 1 | 3 | / | 0 |
| O=C(O)C1CC=CCC1C(=O)NCc1ccccc1 (stereo unspecified) | 108 | -2 | 0.8 | / | 1.1 | -11 | / | -1 | -2 |

Further entries:
| Structure | ERa coact pot | ERa coact inh | PLAP act | CD11b adhes inh | MT1-MMP txn act | Ecoli WT expand | CD11b adhes enh | FAK blocker | ERb SRC1 inh |
| --- | --- | --- | --- | --- | --- | --- | --- | --- | --- |
| COc1ccc(-c2csc(Cc3nnc(N4CCOCC4)n3-c3ccccc3)n2)cc1 | 115 | -11 | 1.6 | -4 | 1 | -12 | -1 | / | 1 |
| CCOC(=O)c1ccc(Nc2cc(C)nc(-c3ccccc3O)n2)cc1 | / | / | 0.8 | -29 | 0.7 | -5 | 2 | / | / |
| CC(=O)c1cccc(NC(=O)C2CCN(S(=O)(=O)c3c(C)n[nH]c3C)CC2)c1 | 117 | -17 | 1.6 | / | 1.1 | -1 | / | 3 | -4 |
| CCOc1ccc(C2C=C(c3ccccc3)Nc3ncnn32)cc1 (stereo unspecified) | 77 | -6 | 1 | -11 | 1.3 | -3 | -2 | -1 | -13 |
| CC(=O)c1ccc(NC(=O)C2(c3ccccc3)CCOCC2)cc1 | 94 | -22 | 1.1 | / | 1.6 | -3 | / | 6 | -9 |
| CC(C)C[C@H](N)c1nnc(S(=O)(=O)Cc2ccc(F)cc2)o1 | 85 | -3 | 0.9 | -18 | 0.9 | 0 | -3 | / | 5 |
| O=C(O)C1C(c2ccccc2)C(C(=O)N2CCOCC2)C1c1ccccc1 (stereo unspecified) | 113 | -13 | 0.9 | -18 | 1.2 | 4 | 3 | -3 | -10 |
| CCOC(=O)C1=C(C)Nc2nc(SCC)nn2C1c1ccc(OC)cc1 (stereo unspecified) | 85 | -3 | 0.9 | 15 | / | -5 | -2 | 0 | -2 |
| CCCN(C(=O)CSc1nnc(-c2ccoc2C)n1N)C1CCS(=O)(=O)C1 (stereo unspecified) | 106 | -12 | 1.3 | -53 | 1.2 | 5 | 6 | 0 | -2 |
| CC(NC(=O)CN(C)Cc1nc2ccccc2c(=O)[nH]1)c1ccccc1 (stereo unspecified) | 115[fluorescence artefact?] | 8[fluorescence artefact?] | 2.3* | 19 | 1 | -4 | -1 | -1 | 3[fluorescence artefact?] |

Following part:
| Structure | ERa coact pot | ERa coact inh | PLAP act | CD11b adhes inh | MT1-MMP txn act | Ecoli WT expand | CD11b adhes enh | FAK blocker | ERb SRC1 inh |
| --- | --- | --- | --- | --- | --- | --- | --- | --- | --- |
| COc1ccc(C(=O)SC2=NCCS2)cc1OC | 104 | -6 | 0.9 | -1 | 1.2 | -4 | -2 | -1 | 0 |
| CC1CCc2c(sc(N)c2C(N)=O)C1 (stereo unspecified) | 99 | 2 | 1.4 | / | 1.2 | 6 | / | 12 | 2[fluorescence artefact?] |
| CC(C)(Oc1ccc(Cl)cc1)C(=O)Nc1ccc2oc(-c3ccncc3)nc2c1 | 151 | -3 | 1.2 | -5 | 0.9 | -10 | 0 | -3 | -1 |
| CCn1c(SC(C)C(=O)OC)nnc1-c1c[nH]c2ccccc12 (stereo unspecified) | 102[fluorescence artefact?] | 15[fluorescence artefact?] | 1.1 | -10 | 1.1 | 2 | -1 | 5 | -10[fluorescence artefact?] |
| O=C(O)CC1S/C(=N\N=C/c2ccccc2)N(c2ccc(O)cc2)C1=O (stereo unspecified) | / | / | 1.1 | 7 | / | 1 | -6 | -7 | / |
| CC(=O)Nc1ccc(NC(=O)C2CCCN(c3nnc(-n4cccc4)s3)C2)cc1 (stereo unspecified) | / | / | 1 | 0 | 1.1 | -1 | -1 | 2 | / |
| Cc1ccc(C2=NN(S(C)(=O)=O)C(c3cccs3)C2)cc1 (stereo unspecified) | 94 | -3 | 1 | / | 1.8 | -2 | / | -2 | -5 |
| Cc1cc(N2CCN(c3ccccc3)CC2)nc(-c2ccccc2O)n1 | 128[fluorescence artefact?] | 30[fluorescence artefact?] | 1.2 | 20 | 1.5 | -11 | -1 | -2 | 16[fluorescence artefact?] |
| CCOc1ccc(NS(=O)(=O)c2ccc(NC(C)=O)c(OC)c2)cc1 | / | / | 0.8 | 0 | / | -3 | 0 | 0 | / |
| CCCCCCCn1ccc(=N)cc1 | 98 | -6 | 0.7 | 83* | 1 | 12 | -6 | -1 | -4 |

More records follow.
| Structure | ERa coact pot | ERa coact inh | PLAP act | CD11b adhes inh | MT1-MMP txn act | Ecoli WT expand | CD11b adhes enh | FAK blocker | ERb SRC1 inh |
| --- | --- | --- | --- | --- | --- | --- | --- | --- | --- |
| COc1ccc(OC)c(NC(=O)C(Sc2ccccc2)c2ccccc2)c1 (stereo unspecified) | / | / | 1.1 | 15 | / | -19 | -5 | -4 | / |
| COc1ccc(OC)c(NC(=O)CN2C(=O)NC3(CCOc4ccccc43)C2=O)c1 (stereo unspecified) | / | / | 1.2 | -1 | / | 1 | -1 | 1 | / |
| CCc1nnc(NC(=O)CSc2nnc(-c3ccc(O)cc3)n2-c2ccccc2)s1 | 79 | 10 | / | / | 1 | / | / | / | 13 |
| O=C(Nc1ccccc1C(=O)NCc1ccco1)c1ccccc1 | 117 | 5 | 1 | -4 | 1.1 | 4 | 0 | 4 | -7[fluorescence artefact?] |
| Cc1ccc2nc3c(cc(C(=O)NCC4CCCO4)c(=N)n3CCCOC(C)C)c(=O)n2c1 (stereo unspecified) | 118 | 2 | 1.4 | -12 | 1.2 | 2 | -1 | 6 | -12[fluorescence artefact?] |
| COc1ccc(S(=O)(=O)N[C@H](C(=O)O)C(C)C)cc1 | 122 | -6 | 1 | -15 | 1.1 | -1 | -5 | 9 | -2 |
| COc1ccc(Cl)cc1NC(=O)Cn1c(=O)n2nc(C)nc2c2ccccc21 | 118 | -7 | 1.6 | 18 | 1.1 | -8 | -2 | 2 | -2 |
| CCc1nc2c(cnn2-c2ccc(Cl)cc2)c(=O)n1-c1ccc(OC)cc1 | 117 | 4 | 1.2 | 15 | 1 | -11 | 1 | 1 | -2 |
| COc1ccccc1NC(=O)CSc1nnnn1-c1ccc(C)cc1 | 89 | -1 | / | / | 1.2 | / | / | 2 | -2 |
| Cc1ccc(S(=O)(=O)N2CC(O)CC2C(=O)Nc2ccc3c(c2)CCC3)cc1 (stereo unspecified) | 114 | 9 | 1.2 | -5 | 1.1 | 14 | -4 | 2 | 6 |

Further results:
| Structure | ERa coact pot | ERa coact inh | PLAP act | CD11b adhes inh | MT1-MMP txn act | Ecoli WT expand | CD11b adhes enh | FAK blocker | ERb SRC1 inh |
| --- | --- | --- | --- | --- | --- | --- | --- | --- | --- |
| COC(=O)C1=C(O)/C(=C\c2ccc(CNC(=O)C(=O)Nc3ccc(C)cc3)o2)N=C1C | 37[fluorescence artefact?] | 72*[fluorescence artefact?] | 1.2 | / | 1.1 | -6 | / | -12 | 43 |
| CCN(CC)CCCN1C(=O)C(=O)/C(=C(/O)c2ccc3c(c2)OCO3)C1c1ccccn1 (stereo unspecified) | 105[fluorescence artefact?] | -3 | / | / | 1.1 | / | / | 0 | -6 |
| O=C(CSc1nnc(Cc2ccccc2)n1-c1cccc(Cl)c1)N1CCOCC1 | 117 | -7[fluorescence artefact?] | 1.4 | -30 | 1.1 | 12 | 2 | 0 | 0 |
| CN(C)CCCN1C(=O)C(=O)/C(=C(/O)c2ccccc2)C1c1ccccn1 (stereo unspecified) | 108 | 4[fluorescence artefact?] | 0.9 | -2 | 1.1 | / | -4 | / | 1[fluorescence artefact?] |
| Cn1c(=O)cc(SCC(=O)N2CCN(c3ccccc3)CC2)c2ccccc21 | 95 | 3 | 1.4 | 5 | 1.1 | -1 | -6 | -2 | -13 |
| CCNc1nc(NC(C)C)nc(Oc2ccc(OCc3ccccc3)nn2)n1 | 123 | 4 | / | / | 1.2 | / | / | 0 | 0 |
| Cc1ccc(NC(=O)Nc2cccs2)cc1 | 107[fluorescence artefact?] | 6 | 0.8 | -14 | 1.5 | 7 | -1 | / | -3 |

Entries listed so far that have an aryl methoxy group (11):
| Structure | ERa coact pot | ERa coact inh | PLAP act | CD11b adhes inh | MT1-MMP txn act | Ecoli WT expand | CD11b adhes enh | FAK blocker | ERb SRC1 inh |
| --- | --- | --- | --- | --- | --- | --- | --- | --- | --- |
| COc1ccc(C2/C(=C(/O)c3ccccc3)C(=O)C(=O)N2CCN2CCOCC2)c(OC)c1 (stereo unspecified) | 109 | -7 | 1 | / | 1.1 | -10 | / | -2 | -7 |
| COc1ccc(-c2csc(Cc3nnc(N4CCOCC4)n3-c3ccccc3)n2)cc1 | 115 | -11 | 1.6 | -4 | 1 | -12 | -1 | / | 1 |
| CCOC(=O)C1=C(C)Nc2nc(SCC)nn2C1c1ccc(OC)cc1 (stereo unspecified) | 85 | -3 | 0.9 | 15 | / | -5 | -2 | 0 | -2 |
| COc1ccc(C(=O)SC2=NCCS2)cc1OC | 104 | -6 | 0.9 | -1 | 1.2 | -4 | -2 | -1 | 0 |
| CCOc1ccc(NS(=O)(=O)c2ccc(NC(C)=O)c(OC)c2)cc1 | / | / | 0.8 | 0 | / | -3 | 0 | 0 | / |
| COc1ccc(OC)c(NC(=O)C(Sc2ccccc2)c2ccccc2)c1 (stereo unspecified) | / | / | 1.1 | 15 | / | -19 | -5 | -4 | / |
| COc1ccc(OC)c(NC(=O)CN2C(=O)NC3(CCOc4ccccc43)C2=O)c1 (stereo unspecified) | / | / | 1.2 | -1 | / | 1 | -1 | 1 | / |
| COc1ccc(S(=O)(=O)N[C@H](C(=O)O)C(C)C)cc1 | 122 | -6 | 1 | -15 | 1.1 | -1 | -5 | 9 | -2 |
| COc1ccc(Cl)cc1NC(=O)Cn1c(=O)n2nc(C)nc2c2ccccc21 | 118 | -7 | 1.6 | 18 | 1.1 | -8 | -2 | 2 | -2 |
| CCc1nc2c(cnn2-c2ccc(Cl)cc2)c(=O)n1-c1ccc(OC)cc1 | 117 | 4 | 1.2 | 15 | 1 | -11 | 1 | 1 | -2 |
| COc1ccccc1NC(=O)CSc1nnnn1-c1ccc(C)cc1 | 89 | -1 | / | / | 1.2 | / | / | 2 | -2 |

Compounds as they come; about 5.1% have a hit in one of these screens.
